From PubChem
Arr AP2 block: inhibitors of human beta-arrestin and AP2 interaction; FITC-arrestin peptide / GST-AP2 beads, flow cytometry; AP2 beta2 appendage carries R879A mutation; inhibition, % at 10 µM; 340,000 tested, 0.31% active;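 active means inhibition above a set limit, near 3 SD of compounds lacking own fluorescence, cut at about 54% in these data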;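 further: plate controls were DMSO wells for no effect and 5 µM unlabelled arrestin peptide for full effect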
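Material – AP2 appendage R879A on GSH beads · Buffer or medium – PBS with 0.05% Tween 20 and 0.1% BSA · Probe or stimulus – fluorescein-tagged arrestin peptide at 50 nM final · Incubation – compound with beads 12 min RT, then probe 1 h RT · Detection – high-throughput flow cytometry of beads, ex 488, em 535 nm · Evaluation – percent response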
Pemphigus Ab inh: inhibitors of pemphigus antibody binding to human desmoglein-3; P32926; binding (percent of control), % at 10 µM; 310,000 tested, 0.48% active; DSG3-coupled beads, scFv-anti-DSG3-GFP binding, flow cytometry; stronger effect = lower value;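 active means binding more than 3 SD below its plate's average and above zero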;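 further: hits lower antibody fragment binding to DSG3; some compounds called inactive have numbers as strong as hits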
LANA DNA inh: KSHV C-LANA DNA binding inhibition; MBP-C-LANA/FAM-LBS DNA binding, fluorescence polarization; inhibition, % at 9 µM; 340,000 tested, 0.078% active; AID 504423;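 active means highest replicate inhibition at or above 60% at 9 µM, even if other replicates fall short; inactive means all replicates below 60% inhibition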;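 further: 0% = neutral control wells and 100% = 4 µM acridine orange control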
NSD2 inh: NSD2 (human) methyltransferase inhibition | O96028 | NSD2 peptide methylation, AlphaScreen, 120 min | inhibition, % at 12.5 µM | 310,000 tested, 0.54% active | AID 743445; in the data active means inhibition above about 50%
Keap1 Nrf2 FP: Keap1-Nrf2 (human) interaction inhibition; Q14145; Keap1 Kelch-Nrf2 peptide fluorescence polarization, 1536-well; inhibition, % at 9.4 µM; 340,000 tested, 0.15% active; AID 504523; in the data active means inhibition above about 12%;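 further: human Keap1 Kelch domain with fluorescein labeled Nrf2 9mer peptide probe; 0% = neutral control wells and 100% = peptide positive control; higher means more block of Keap1 binding to Nrf2 peptide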
Target sequence (Q14145 whole entry, looked up, the tested form may be a part): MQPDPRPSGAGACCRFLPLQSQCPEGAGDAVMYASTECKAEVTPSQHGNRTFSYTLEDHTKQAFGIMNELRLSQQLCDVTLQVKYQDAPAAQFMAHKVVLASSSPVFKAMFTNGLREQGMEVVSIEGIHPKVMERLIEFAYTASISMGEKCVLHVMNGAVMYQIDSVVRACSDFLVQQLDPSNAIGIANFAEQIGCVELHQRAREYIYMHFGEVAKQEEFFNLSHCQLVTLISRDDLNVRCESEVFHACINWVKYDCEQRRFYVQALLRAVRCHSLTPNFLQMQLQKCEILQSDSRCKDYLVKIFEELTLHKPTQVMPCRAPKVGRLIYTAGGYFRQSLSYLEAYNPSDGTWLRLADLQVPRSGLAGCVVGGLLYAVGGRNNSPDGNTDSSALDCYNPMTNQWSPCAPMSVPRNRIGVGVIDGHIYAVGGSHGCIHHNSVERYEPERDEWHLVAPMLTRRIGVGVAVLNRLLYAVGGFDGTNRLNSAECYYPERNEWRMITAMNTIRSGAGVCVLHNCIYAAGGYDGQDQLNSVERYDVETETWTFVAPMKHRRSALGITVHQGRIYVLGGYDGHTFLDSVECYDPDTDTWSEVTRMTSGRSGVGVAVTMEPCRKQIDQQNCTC
CAL PDZ FP-1: CAL PDZ (human) peptide binding inhibition; Q9HD26; purified CAL PDZ, TMR-peptide fluorescence polarization, 1 h; inhibition, % at 24.9 µM; 300,000 tested, 0.92% active; AID 602252;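 active means mean inhibition of at least 30% with at least half of replicates also reaching 30%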;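 further: 0% = DMSO neutral control and 100% = excess unlabeled competitor peptide PRC23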
DAGLB inhibitor: diacylglycerol lipase beta (human) inhibition; 340,000 tested, 0.059% active; inhibition, % at 5.17 µM; HEK293T DAGLB membrane lysate, EnzChek fluorogenic substrate; Q8NCG7; in the data active means inhibition above about 34%;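 further: 0% = enzyme with vehicle and 100% = wells lacking enzyme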
Cardiac RTF inh: cardiac RTF calcium desensitization. inhibition, % at 7.15 µM. 340,000 tested, 0.12% active. IANBD-labeled cardiac RTF, Ca2+ fluorescence;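 active means inhibition above the mean inhibition of all tested compounds plus 3 SD, cut at about 17% in these data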;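 further: assay run at fixed EC70 calcium of 1.6 mM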
CAL PDZ FP-2: blocks peptide binding to human CAL PDZ domain | inhibition, % at 20 µM | AID 504414 | 330,000 tested, 0.02% active | purified CAL PDZ, TMR-peptide fluorescence polarization, 1 h | Q9HD26;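 active means highest replicate inhibition of at least 40%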;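 further: plate controls were DMSO neutral control wells for no effect and unlabeled competitor peptide control wells for full effect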
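Material: tagged CAL PDZ protein CerCALP, purified; buffer or medium: sodium phosphate/NaCl buffer pH 7.4 with TCEP, IgG, Thesit; also added: fluorescent TMR peptide probe; schedule: 1 h incubation at room temperature before polarization reading; technique: fluorescence polarization from S- and P-plane intensities, G-factor corrected; control set: unlabelled peptide and DMSO controls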
V-ATPase pH: yeast V-ATPase proton transport regulation by pHLuorin; S. cerevisiae, pHLuorin cytosolic pH fluorescence; response, % at 10 µM; 350,000 tested, 0.37% active; AID 504577; in the data active means response mostly above about 7.3%, no sharp cut-off; inactive means mostly below about 5.4%; further: actives read high; inactives centre near 0; some compounds called inactive have numbers as strong as hits
Starred values were filed as active, the others as inactive; x = not tested or not shown. Only part of the results is shown; rates above refer to the full screens.

SMILES | Arr AP2 block | Pemphigus Ab inh | LANA DNA inh | NSD2 inh | Keap1 Nrf2 FP | CAL PDZ FP-1 | DAGLB inhibitor | Cardiac RTF inh | CAL PDZ FP-2 | V-ATPase pH
CCOC(=O)N1CCN(C(=O)c2ccc3c(=O)n(Cc4ccc(Cl)cc4)c(=S)[nH]c3c2)CC1 | 0 | 102 | 0.3 | 1 | 2 | x | 2 | -12 | -1.8 | 4
O=C(Cn1c(NCCCO)nc2ccccc21)c1ccc(F)cc1 | 0 | 94 | 3.8 | -1 | 2 | -2 | -3 | -3 | x | -1
Cc1ccc(S(=O)(=O)NCCCNC(=O)N2CCOCC2)cc1 | 5 | 103 | 0.9 | -1 | -4 | -3 | 0 | 3 | -0.3 | -3
CN(C(=O)c1cccc(NC(=O)Cc2ccc(NC(=O)C3CCCN(C(=O)C4CCC4)C3)cc2)c1)C1CCCCC1 (configuration not stated) | 7 | 116 | 1.1 | x | -4 | -5 | 0 | -10 | -0.5 | 4
COc1ccc(CCC(=O)Nc2c(C)n(C)n(-c3ccccc3)c2=O)cc1 | 34 | 102 | -0.8 | 4 | 5 | -2 | -2 | 9 | 0.6 | -1
CN1CCCN(C(=O)c2c(F)cccc2Cl)CC1 | 2 | 129 | -2.9 | 6 | -1 | -4 | 0 | 2 | 0.3 | 0
CCCCn1c(N)c(N(CCOC)C(=O)C2CCN(S(=O)(=O)c3ccccc3)CC2)c(=O)[nH]c1=O | -11 | 113 | 0.6 | -1 | -2 | x | 3 | -8 | -0.5 | -2
Cc1nc2ccc(NC(=O)CCS(=O)(=O)c3ccccc3)cc2s1 | -1 | 91 | 0.1 | 0 | -1 | -1 | 0 | -4 | -2.6 | 0
Oc1ccc(Br)cc1-c1cc(-c2ccccc2)n[nH]1 | 2 | 104 | 1.7 | -1 | 0 | -3 | -6 | 11 | -3.0 | -3
O=C(COC(=O)c1cccc(C(=O)OCC(=O)NC2CCCCC2)n1)NC1CCCCC1 | 0 | 103 | 1.0 | -4 | -2 | -3 | 2 | -3 | 0.0 | 1
CC1CCC2(CC1)NC(=O)N(NC(=O)CSc1nnc(NC3CC3)s1)C2=O (configuration not stated) | -1 | 94 | 1.6 | -1 | -2 | x | 1 | -10 | -0.1 | 0
CCN(CC)C(=O)C1CCN(S(=O)(=O)c2c(C)noc2/C=C/c2cccc(C)c2)CC1 | 3 | 112 | 1.4 | x | -6 | 5 | -20 | 3 | -0.8 | -4
O=C(CN(C(=O)CCC(=O)Nc1nccs1)c1ccc(F)cc1)NCc1ccc(F)cc1 | 1 | 115 | -1.0 | 0 | -2 | -6 | 3 | -16 | -0.9 | -1
O=S1(=O)NC2CCCCCN2c2ccc(F)cc21 (configuration not stated) | 4 | 92 | -0.9 | -2 | -5 | -2 | 1 | -5 | x | -2
Cc1cc(C(=O)CSc2nc(N)cc(=O)[nH]2)c(C)n1CCc1ccc(F)cc1 | 7 | 100 | -1.8 | 1 | -5 | -2 | 14 | -1 | -1.7 | -1
Cc1ccc(S(=O)(=O)N2CC(O)CC2C(=O)OCc2nc3sc(C)c(C)c3c(=O)[nH]2)cc1 (configuration not stated) | -1 | 108 | -1.5 | -1 | 5 | -3 | 1 | -2 | -0.8 | -1
COC(=O)CCCCC1SCC2NC(=O)NC21 (configuration not stated) | 39 | 99 | 0.5 | -4 | 0 | -1 | -1 | 0 | 0.5 | 2
O=C(NCCNC(=O)c1cc(Cl)ccc1Cl)c1ccccn1 | 15 | 100 | -1.6 | -2 | -1 | -3 | 2 | -11 | -3.9 | -9
CN=C1S/C(=C\c2c(OC)cc(OC)cc2OC)C(=O)N1C | 8 | 96 | 12 | -6 | 4 | -1 | -1 | -4 | 1.1 | 2
COC(=O)c1ccc(C2Nc3ccc(/C(C)=N/NC(=O)C(OC)c4ccccc4)cc3C3C=CCC32)cc1 (configuration not stated) | 12 | 99 | 0.1 | -3 | -8 | 2 | 12 | 0 | -2.3 | 3
COCC(C)n1c(C)cc(C(=O)COC(=O)c2nn(C)c(=O)c3ccccc23)c1C (configuration not stated) | -1 | 64* | -2.1 | 2 | -3 | 0 | -6 | -18 | -1.5 | 1
Cc1ccc(NC(=O)Cc2ncc(C(F)(F)F)cc2Cl)cc1Cl | -3 | 110 | -0.8 | -5 | -9 | -3 | -10 | -12 | -1.1 | -2
COc1cccc(C(=O)NCC(=O)N2CCC(C)CC2)c1 | 4 | 115 | 2.5 | 1 | 3 | -1 | 0 | -4 | -0.3 | -2
O=C(NCc1ccco1)c1ccc(CS(=O)Cc2cccc(Cl)c2)o1 (configuration not stated) | 6 | 105 | 2.3 | 3 | -4 | -6 | -5 | -4 | -1.7 | -3

Three compounds already listed, ordered by SMILES length, highest first:
SMILES | Arr AP2 block | Pemphigus Ab inh | LANA DNA inh | NSD2 inh | Keap1 Nrf2 FP | CAL PDZ FP-1 | DAGLB inhibitor | Cardiac RTF inh | CAL PDZ FP-2 | V-ATPase pH
O=C(CN(C(=O)CCC(=O)Nc1nccs1)c1ccc(F)cc1)NCc1ccc(F)cc1 | 1 | 115 | -1.0 | 0 | -2 | -6 | 3 | -16 | -0.9 | -1
COc1cccc(C(=O)NCC(=O)N2CCC(C)CC2)c1 | 4 | 115 | 2.5 | 1 | 3 | -1 | 0 | -4 | -0.3 | -2
COC(=O)CCCCC1SCC2NC(=O)NC21 (configuration not stated) | 39 | 99 | 0.5 | -4 | 0 | -1 | -1 | 0 | 0.5 | 2

(more compounds)
SMILES | Arr AP2 block | Pemphigus Ab inh | LANA DNA inh | NSD2 inh | Keap1 Nrf2 FP | CAL PDZ FP-1 | DAGLB inhibitor | Cardiac RTF inh | CAL PDZ FP-2 | V-ATPase pH
O=C(O)c1cc(Sc2ccc(Br)cc2)nc2ccccc12 | -16 | 97 | 1.4 | 0 | -1 | -4 | 6 | -9 | -0.8 | 1
O=S(=O)(NCC1CCCO1)c1ccc(S(=O)(=O)N(Cc2ccc(F)cc2)Cc2ccco2)cc1 (configuration not stated) | 27 | 96 | 0.6 | -1 | -1 | 0 | 1 | 4 | 0.5 | 0
CC(C)c1[nH]nc2c1C1(CCN(Cc3ccccc3)CC1)C(C#N)=C(N)O2 | -11 | x | 4.0 | 1 | -5 | 1 | 2 | -18 | -3.0 | 3
N/C(=N\OC(=O)c1ccc(Cl)cc1[N+](=O)[O-])c1ccccn1 | 18 | 102 | -1.5 | -1 | 2 | 5 | -2 | -7 | 6.0 | 1
O=C(c1cc2ccc([N+](=O)[O-])cc2oc1=O)N1CCOCC1 | 6 | 102 | 1.0 | 6 | -3 | -2 | -3 | -7 | -1.0 | -5
Cc1nnc(SCC(=O)N2CCN(S(=O)(=O)c3ccc(Cl)cc3)CC2)[nH]c1=O | 2 | 89 | 3.8 | 1 | -4 | -1 | 3 | -11 | x | -5
CCN(C(=O)COc1ncnc2sccc12)c1ccccc1 | 7 | 107 | -0.2 | -2 | -3 | 1 | 2 | 2 | -2.3 | 1
Cc1cc(C(=O)CN2C(=O)C(=O)N(C3CCCC3)C2=O)c(C)n1CCc1ccccc1 | -8 | 107 | 1.5 | 0 | -3 | -3 | -5 | 1 | -1.9 | 0
CC(NC(=O)c1ccccc1Cl)C(=O)OCc1cn2cc(Cl)ccc2n1 (configuration not stated) | -10 | 98 | 2.8 | 0 | 3 | -5 | -1 | -11 | 0.2 | 1
CCOC(=O)c1cnc(-n2[nH]c(C)c(Cc3ccccc3)c2=O)[nH]c1=O | -1 | 100 | 0.6 | 23 | -3 | -5 | 4 | -14 | -1.1 | 0
CC(=O)CSc1nnc(Cc2ccc([N+](=O)[O-])cc2)o1 | 2 | 98 | 2.9 | -5 | 1 | 9 | 2 | -39 | 0.0 | 2
CC1(C)CC(CCNC(=O)c2ccc(-n3cnnn3)cc2)CC(C)(C)N1 | 1 | x | -0.3 | -1 | -1 | -12 | -1 | -3 | -0.4 | 2
CCOC(=O)C1CCCN(C(=O)CNS(=O)(=O)c2ccc(Br)s2)C1 (configuration not stated) | 11 | 103 | -0.7 | 0 | -3 | -7 | 4 | -2 | 0.0 | 8
CC(C)C[C@H]1CNC(=S)N1CC1CCN(CCCC2CCCC2)CC1 | 6 | 104 | 1.0 | x | -5 | -4 | -1 | -2 | 0.3 | 2
Cc1ccc2c(c1)c(=O)c(Br)c(C)n2Cc1ccccc1 | 1 | 85 | -1.0 | 20 | 0 | -4 | -9 | -6 | -4.1 | 2
O=S(=O)(c1ccccc1)c1ccc(NCc2ccco2)cc1 | 5 | 112 | 0.7 | -2 | -5 | 2 | 2 | -1 | x | 1
O=C(c1ccco1)N1CCN(Cc2ccc(F)cc2Cl)CC1 | -11 | 104 | -0.1 | 1 | 1 | -3 | -4 | 1 | x | -2
O=[N+]([O-])c1ccc(N2CCN(c3ccccc3Cl)CC2)cn1 | -1 | x | 0.4 | -1 | -4 | x | -2 | -11 | -1.1 | -1
O=C(O)c1ccc(N2CCCCC2)cc1O | -5 | 100 | -0.7 | 4 | -1 | -4 | 2 | 2 | 1.9 | 4
O=C(COC(=O)c1cc(S(=O)(=O)N2CCCCC2)ccc1N1CCOCC1)NC1CCS(=O)(=O)C1 (configuration not stated) | 5 | 101 | -1.7 | -4 | -3 | -2 | -1 | -6 | -2.4 | 3
CC(Nc1ccccc1CO)C(=O)Nc1cccc(Cl)c1Cl (configuration not stated) | 11 | 105 | -1.2 | x | -3 | -3 | 0 | -3 | -1.7 | -5
CC(C)CC1(C)NC(=O)N(CC(=O)Nc2ccccc2Br)C1=O (configuration not stated) | 34 | 94 | 0.9 | -1 | -1 | -3 | -1 | -6 | -1.0 | -4
O=C(COc1cccc(Br)c1)N/N=C/c1ccc2c(c1)OCCO2 | x | 109 | x | -1 | x | x | -4 | x | x | -1
CC(C)c1nc2ccc(Br)cn2c1NC1CCCC1 | -2 | 107 | -0.6 | 2 | -5 | x | 1 | -9 | -1.1 | -1
COc1ccccc1OCCCCN1CCCCC1 | 42 | 115 | 0.1 | -1 | -3 | -6 | -2 | 3 | 0.6 | -1
O=C(N/N=C/c1cc2c(cc1Cl)OCO2)c1ccccn1 | -2 | 119 | 2.4 | 0 | -2 | -3 | 0 | -9 | -1.9 | 7
COc1cccc(C(=O)OC2CCCN(C)C2)c1 (configuration not stated) | 3 | 101 | -0.1 | 3 | -4 | -3 | 0 | 7 | -0.5 | 0
Cc1cc(C)nc(NS(=O)(=O)c2ccc(NC(=S)NC(=O)C(C)C)cc2)n1 | 27 | 102 | 0.2 | -2 | -3 | -1 | 2 | 3 | -0.7 | 4
CCOC(=O)COc1ccc(/C=C2/C(=O)NN(c3ccc(F)cc3)C2=O)cc1OC | -8 | 113 | 5.9 | 8 | -4 | 2 | 2 | -6 | 0.4 | 1
COc1ccccc1CNC(=O)CCC(=O)Nc1nnc(C(C)C)s1 | -6 | x | 0.3 | 1 | -1 | 0 | 0 | -6 | -1.4 | 2
O=C(NCc1c(O)ccc2ccccc12)c1ccccc1 | 1 | 96 | -1.7 | -2 | 0 | -6 | 2 | -6 | -1.1 | -2
O=c1c2ccccc2oc2nc(-c3ccco3)n(-c3ccccc3)c(=O)c12 | 10 | 82 | -0.3 | -5 | -1 | -2 | -4 | -4 | -2.3 | 1
